V-ATPase pH = yeast V-ATPase proton transport regulation by pHLuorin. S. cerevisiae, pHLuorin cytosolic pH fluorescence. response, % at 10 µM. hit rate 0.37% among 350,000. AID 504577; in the data active means response mostly above about 7.3%, no sharp cut-off; inactive means mostly below about 5.4%; further: actives read high; inactives centre near 0; some compounds called inactive have numbers as strong as hits
Arrestin-AP2 inh = human beta-arrestin and AP2 interaction inhibition | FITC-arrestin peptide / GST-AP2 beads, flow cytometry; AP2 beta2 appendage carries R879A mutation | hit rate 0.31% among 340,000 | inhibition, % at 10 µM;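 active means inhibition above a set limit, near 3 SD of compounds lacking own fluorescence, cut at about 54% in these data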;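 further: plate controls were DMSO wells for no effect and 5 µM unlabelled arrestin peptide for full effect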
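System: GST-AP2 R879A glutathione beads. Medium: PBS with 0.05% Tween 20 and 0.1% BSA. Also added: FITC-arrestin peptide, 50 nM. Incubation: 12 min plus 1 h, RT. Measured by: high-throughput flow cytometry of beads, ex 488, em 535 nm. Evaluation: percent drop in bead-associated FITC signal.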
CAL PDZ FP-1 = human CAL PDZ-peptide interaction inhibition; Q9HD26; purified CAL PDZ, TMR-peptide fluorescence polarization, 1 h; inhibition, % at 20 µM; hit rate 0.02% among 330,000; AID 504414;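 active means highest replicate inhibition of at least 40%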;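 further: plate controls were DMSO neutral control wells for no effect and unlabeled competitor peptide control wells for full effect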
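Material – purified CerCALP PDZ construct · Detection – FP readout, S and P plane fluorescence · Measure – percent inhibition from loss of millipolarization · Controls – unlabelled peptide for full inhibition, DMSO wells as neutral · Probe or stimulus – TMR-labelled reporter peptide T*-PRC34 bound in PDZ groove · Times – 1 h at RT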
LANA DNA inh = blocks KSHV LANA C-terminal domain binding to DNA; MBP-C-LANA/FAM-LBS DNA binding, fluorescence polarization; inhibition, % at 9 µM; hit rate 0.078% among 340,000; AID 504423;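 active means highest replicate inhibition at or above 60% at 9 µM, even if other replicates fall short; inactive means all replicates below 60% inhibition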;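 further: 0% = neutral control wells and 100% = 4 µM acridine orange control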
Cardiac RTF inh = cardiac RTF calcium desensitization. hit rate 0.12% among 340,000. inhibition, % at 7.15 µM. IANBD-labeled cardiac RTF, Ca2+ fluorescence. P19429+P45379;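 active means inhibition above the mean inhibition of all tested compounds plus 3 SD, cut at about 17% in these data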;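 further: assay run at fixed EC70 calcium of 1.6 mM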
CAL PDZ FP-2 = CAL PDZ (human) peptide binding inhibition; AID 602252; purified CAL PDZ, TMR-peptide fluorescence polarization, 1 h; inhibition, % at 24.9 µM; Q9HD26; hit rate 0.92% among 300,000;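 active means mean inhibition of at least 30% with at least half of replicates also reaching 30%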;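 further: 0% = DMSO neutral control and 100% = excess unlabeled competitor peptide PRC23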
DAGLB inhibitor = diacylglycerol lipase beta (human) inhibition; Q8NCG7; hit rate 0.059% among 340,000; inhibition, % at 5.17 µM; HEK293T DAGLB membrane lysate, EnzChek fluorogenic substrate; in the data active means inhibition above about 34%;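 further: 0% = enzyme with vehicle and 100% = wells lacking enzyme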
Pemphigus Ab inh = blocks pemphigus antibody binding to human desmoglein-3; P32926; DSG3-coupled beads, scFv-anti-DSG3-GFP binding, flow cytometry; active compounds read low; binding (percent of control), % at 10 µM; hit rate 0.48% among 310,000; AID 588358;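 active means binding more than 3 SD below its plate's average and above zero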;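 further: hits lower antibody fragment binding to DSG3; some compounds called inactive have numbers as strong as hits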
NSD2 HMT inh = inhibitors of human histone methyltransferase NSD2 | inhibition, % at 12.5 µM | hit rate 0.54% among 310,000 | O96028 | AID 743445 | NSD2 peptide methylation, AlphaScreen, 120 min; in the data active means inhibition above about 50%
Keap1 Nrf2 FP = Keap1-Nrf2 (human) interaction inhibition | Keap1 Kelch-Nrf2 peptide fluorescence polarization, 1536-well | hit rate 0.15% among 340,000 | AID 504523 | Q14145 | inhibition, % at 9.4 µM; in the data active means inhibition above about 12%;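 further: human Keap1 Kelch domain with fluorescein labeled Nrf2 9mer peptide probe; 0% = neutral control wells and 100% = peptide positive control; higher means more block of Keap1 binding to Nrf2 peptide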
* = called active by the depositor.

What do the screens show for `NNc1ccc(Cc2ccc(Cl)cc2Cl)nn1`?
V-ATPase pH: -0.4; Arrestin-AP2 inh: -1.7; CAL PDZ FP-1: 0.6; LANA DNA inh: 1.8; Cardiac RTF inh: 4.0; CAL PDZ FP-2: -4.8; DAGLB inhibitor: -1.7; Pemphigus Ab inh: 97.0; NSD2 HMT inh: -2.2; Keap1 Nrf2 FP: 1.4

How did CC1CCc2ccccc2N1CC(=O)Nc1cccc(S(=O)(=O)N2CCCC2)c1 (centres undefined) do in these assays?
V-ATPase pH: 7.3; Arrestin-AP2 inh: 2.0; CAL PDZ FP-1: -2.2; LANA DNA inh: 1.5; Cardiac RTF inh: -10.0; CAL PDZ FP-2: -1.3; DAGLB inhibitor: -3.7; Pemphigus Ab inh: 105.9; NSD2 HMT inh: -1.2; Keap1 Nrf2 FP: -2.2

Results for O=C(CSc1nc2ccccc2[nH]1)Nc1ccc2c(c1)CCC2 ?
V-ATPase pH: -4.5; Arrestin-AP2 inh: -2.3; CAL PDZ FP-1: -0.2; LANA DNA inh: 0.9; Cardiac RTF inh: -3.5; CAL PDZ FP-2: -5.7; DAGLB inhibitor: -2.6; Pemphigus Ab inh: 96.6; NSD2 HMT inh: -1.5; Keap1 Nrf2 FP: -3.7

Results for CCOP(=O)(OCC)c1nc(-c2ccccc2Cl)oc1N1CCOCC1 ?
V-ATPase pH: -2.1; Arrestin-AP2 inh: 0.6; CAL PDZ FP-1: -2.0; LANA DNA inh: 0.1; Cardiac RTF inh: 0.6; CAL PDZ FP-2: -0.8; DAGLB inhibitor: 0.0; Pemphigus Ab inh: 86.5; NSD2 HMT inh: -3.3; Keap1 Nrf2 FP: -4.8

What do the screens show for `COc1cc(C(=O)Oc2cccc(C=O)c2)cc(OC)c1OC`?
V-ATPase pH: 3.4; Arrestin-AP2 inh: -11.7; CAL PDZ FP-1: -1.2; LANA DNA inh: -0.4; Cardiac RTF inh: 4.9; CAL PDZ FP-2: -2.2; DAGLB inhibitor: 1.6; Pemphigus Ab inh: 95.6; NSD2 HMT inh: -0.4; Keap1 Nrf2 FP: -2.2

What do the screens show for `Cc1cccc(Nc2ccccc2C(=O)NCc2ccco2)c1C`?
V-ATPase pH: 1.5; Arrestin-AP2 inh: 99.8*; CAL PDZ FP-1: -0.2; LANA DNA inh: -0.7; Cardiac RTF inh: 1.1; CAL PDZ FP-2: 1.0; DAGLB inhibitor: -2.2; Pemphigus Ab inh: 109.9; NSD2 HMT inh: 1.5; Keap1 Nrf2 FP: -3.2

Results for Cn1cccc1Cc1nnc(SCC(=O)Nc2cccc(F)c2)n1CCc1ccccc1 ?
V-ATPase pH: 2.5; Arrestin-AP2 inh: 21.5; CAL PDZ FP-1: 0.6; LANA DNA inh: -2.0; Cardiac RTF inh: 2.4; DAGLB inhibitor: -2.6; Pemphigus Ab inh: 113.8; Keap1 Nrf2 FP: -2.9

How did Cc1nc(N2CCN(Cc3ccccc3)CC2)nc2c1C(=O)CCC2 do in these assays?
V-ATPase pH: 1.9; Arrestin-AP2 inh: 13.7; CAL PDZ FP-1: -2.2; LANA DNA inh: 0.2; Cardiac RTF inh: -6.2; CAL PDZ FP-2: -0.8; DAGLB inhibitor: -7.0; Pemphigus Ab inh: 113.4; NSD2 HMT inh: -0.3; Keap1 Nrf2 FP: -1.9

How did O=C(CCC(=O)N1CCCC1)Nc1ccc(Cl)c(Cl)c1 do in these assays?
V-ATPase pH: -1.6; Arrestin-AP2 inh: 8.9; CAL PDZ FP-1: -2.5; LANA DNA inh: -0.2; Cardiac RTF inh: -0.9; CAL PDZ FP-2: -0.4; DAGLB inhibitor: -4.5; Pemphigus Ab inh: 107.2; NSD2 HMT inh: -0.9; Keap1 Nrf2 FP: 2.6

What do the screens show for `CC(C)CC(OC(=O)c1ccc(Cl)nc1)C(=O)NC1CCCC1` (centres undefined)?
V-ATPase pH: 2.5; Arrestin-AP2 inh: -5.7; CAL PDZ FP-1: -1.8; LANA DNA inh: 0.1; Cardiac RTF inh: -14.2; CAL PDZ FP-2: -1.0; DAGLB inhibitor: -4.6; Pemphigus Ab inh: 118.9; NSD2 HMT inh: -3.3; Keap1 Nrf2 FP: -0.6

What do the screens show for `O=C1C2C3C=CC(CC3)C2C(=O)N1c1nccs1` (centres undefined)?
V-ATPase pH: 4.7; Arrestin-AP2 inh: 33.7; CAL PDZ FP-1: -0.7; LANA DNA inh: -0.7; Cardiac RTF inh: -1.5; CAL PDZ FP-2: -0.6; DAGLB inhibitor: -0.7; Pemphigus Ab inh: 96.0; NSD2 HMT inh: 26.6; Keap1 Nrf2 FP: -2.9

Results for CC(=O)OCCN(CCCn1c(-c2ccncc2)nc2ccccc21)c1nc(-c2ccc(C)cc2)cs1 ?
V-ATPase pH: -3.1; Arrestin-AP2 inh: -9.3; CAL PDZ FP-1: -1.1; LANA DNA inh: -0.3; Cardiac RTF inh: -0.5; CAL PDZ FP-2: -0.3; DAGLB inhibitor: 1.5; Keap1 Nrf2 FP: -6.2

Results for Cc1cc(O)c(C(=O)/C=C/c2cccc([N+](=O)[O-])c2)c(=O)o1 ?
V-ATPase pH: 8.7; Arrestin-AP2 inh: 4.9; CAL PDZ FP-1: -0.9; LANA DNA inh: -0.5; Cardiac RTF inh: -1.8; CAL PDZ FP-2: -1.6; DAGLB inhibitor: 12.7; Pemphigus Ab inh: 100.9; NSD2 HMT inh: 3.3; Keap1 Nrf2 FP: -5.0

How did C[C@H](NC(=O)c1nc[nH]c1C(=O)N[C@H](C)c1ccccc1)C(=O)OCc1ccccc1 do in these assays?
V-ATPase pH: -1.6; Arrestin-AP2 inh: -6.8; CAL PDZ FP-1: -1.5; LANA DNA inh: 2.7; Cardiac RTF inh: -10.2; CAL PDZ FP-2: -2.4; DAGLB inhibitor: -2.0; Pemphigus Ab inh: 101.3; Keap1 Nrf2 FP: -2.5

Results for COc1ccc(-c2cc(C(=O)OC3CCOC3=O)c3ccccc3n2)cc1 (centres undefined) ?
V-ATPase pH: -0.7; Arrestin-AP2 inh: 26.9; CAL PDZ FP-1: -1.1; LANA DNA inh: 0.6; Cardiac RTF inh: -1.4; CAL PDZ FP-2: 2.1; DAGLB inhibitor: -2.2; Pemphigus Ab inh: 95.0; NSD2 HMT inh: -2.6; Keap1 Nrf2 FP: -1.8

How did CN(C)c1ccnc(-n2cccc2/C=N/OCc2ccccc2)c1C#N do in these assays?
V-ATPase pH: 1.2; Arrestin-AP2 inh: 0.8; CAL PDZ FP-1: -0.7; LANA DNA inh: -1.2; Cardiac RTF inh: -11.0; CAL PDZ FP-2: -6.4; DAGLB inhibitor: -0.3; Pemphigus Ab inh: 114.1; NSD2 HMT inh: -0.4; Keap1 Nrf2 FP: 1.1

How did O=C(CCc1nnc(-c2ccc3c(c2)OCO3)o1)NC(c1ccccn1)C(F)(F)F (centres undefined) do in these assays?
V-ATPase pH: -2.5; Arrestin-AP2 inh: 8.0; CAL PDZ FP-1: -1.1; LANA DNA inh: 0.7; Cardiac RTF inh: -12.4; CAL PDZ FP-2: -3.8; DAGLB inhibitor: -4.5; Pemphigus Ab inh: 97.0; NSD2 HMT inh: -2.5; Keap1 Nrf2 FP: 0.8

How did O=C(COC(=O)c1ccccc1SCC(=O)N1CCCC1)Nc1ccccc1 do in these assays?
V-ATPase pH: 0.4; Arrestin-AP2 inh: 28.6; CAL PDZ FP-1: 0.1; LANA DNA inh: -0.8; Cardiac RTF inh: -5.3; DAGLB inhibitor: 0.4; Pemphigus Ab inh: 101.3; NSD2 HMT inh: 3.5; Keap1 Nrf2 FP: -5.8

How did CCOC(=O)c1c(NC(=O)CSc2nnc(CNc3ccc(C)cc3C)o2)sc(C)c1C do in these assays?
V-ATPase pH: -0.4; Arrestin-AP2 inh: -0.5; CAL PDZ FP-1: -1.4; LANA DNA inh: -0.8; Cardiac RTF inh: -7.0; CAL PDZ FP-2: -5.8; DAGLB inhibitor: -1.8; Pemphigus Ab inh: 110.6; NSD2 HMT inh: -0.3; Keap1 Nrf2 FP: 3.7

Results for COc1ccc(N(CC(=O)NC2CCCCC2)C(=O)CCCC(=O)Nc2ccccn2)cc1 ?
V-ATPase pH: -3.2; Arrestin-AP2 inh: 18.8; CAL PDZ FP-1: -3.5; LANA DNA inh: -0.9; Cardiac RTF inh: -7.4; CAL PDZ FP-2: -1.1; DAGLB inhibitor: -0.4; Pemphigus Ab inh: 129.6; NSD2 HMT inh: -2.2; Keap1 Nrf2 FP: 0.8

Results for CCN(CC)c1ccc(-c2nn3c(-c4cccnc4)nnc3s2)cc1 ?
V-ATPase pH: 2.2; Arrestin-AP2 inh: 10.8; CAL PDZ FP-1: 4.0; LANA DNA inh: -1.6; Cardiac RTF inh: -2.9; CAL PDZ FP-2: 2.6; DAGLB inhibitor: 1.1; NSD2 HMT inh: 5.1; Keap1 Nrf2 FP: -0.8

Results for O=C(Nc1ccc(Cl)cc1)c1ccc(S(=O)(=O)N2CCOCC2)cc1 ?
V-ATPase pH: 5.1; Arrestin-AP2 inh: -10.6; CAL PDZ FP-1: -1.5; LANA DNA inh: 3.0; Cardiac RTF inh: 3.7; CAL PDZ FP-2: 29.5; DAGLB inhibitor: 0.0; Pemphigus Ab inh: 106.9; NSD2 HMT inh: -10.1; Keap1 Nrf2 FP: -5.2

Results for CCCc1ccc(OCc2ccc(C(=O)NCc3cccnc3)o2)c(OC)c1 ?
V-ATPase pH: -1.9; Arrestin-AP2 inh: -5.2; CAL PDZ FP-1: -1.0; LANA DNA inh: 0.3; Cardiac RTF inh: -0.6; CAL PDZ FP-2: -3.0; DAGLB inhibitor: -1.4; Pemphigus Ab inh: 103.2; NSD2 HMT inh: 2.0; Keap1 Nrf2 FP: -2.5

What do the screens show for `O=C(c1ccc(Cn2c(=S)[nH]c3ccccc3c2=O)cc1)N1CCN(c2ccccn2)CC1`?
V-ATPase pH: 0.8; Arrestin-AP2 inh: -11.5; CAL PDZ FP-1: 5.6; Cardiac RTF inh: -1.1; CAL PDZ FP-2: -13.9; DAGLB inhibitor: 5.1; Pemphigus Ab inh: 105.5

How did O=C1C=CC(=O)C(CNc2ccc(C(=O)OCc3ccccc3)cc2)=C1 do in these assays?
V-ATPase pH: 0.9; Arrestin-AP2 inh: 14.3; CAL PDZ FP-1: 0.6; LANA DNA inh: 1.0; Cardiac RTF inh: -3.8; CAL PDZ FP-2: -2.2; DAGLB inhibitor: 6.0; Pemphigus Ab inh: 82.2; Keap1 Nrf2 FP: 1.1

What do the screens show for `COC(=O)c1ccc(NC(=O)CN(C)Cc2cccc(F)c2)cc1`?
V-ATPase pH: -3.4; Arrestin-AP2 inh: -2.5; CAL PDZ FP-1: -0.7; LANA DNA inh: -0.1; Cardiac RTF inh: -28.2; CAL PDZ FP-2: 1.2; DAGLB inhibitor: -5.2; Pemphigus Ab inh: 110.0; NSD2 HMT inh: -4.7; Keap1 Nrf2 FP: 0.8

From PubChem BioAssay

Some of the compounds tested. The share of hits here may be higher or lower than overall.
